High-throughput results as filed in PubChem.
TbPYK inhibitor: qHTS of Trypanosoma Brucei Inhibitors. Potency, µM (series often up to 76.8 µM), inactives show at the top dose activity, negative = inhibition, actives largely listed as inhibitors. pyruvate kinase (Trypanosoma brucei), Q57TT1. TbPYK enzyme, Kinase-Glo Plus ATP luminescence, 45 min. AID 624173, 2012. 410,000 compounds, 0.12% hits; note: nearly all actives have a fitted effect of over 50% in size
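Quantitative HTS: titrated library compounds versus trypanosomal pyruvate kinase in TEA buffer (pH 7.2) containing KCl, MgCl2, BSA and Tween-20. Reactions were initiated with ADP, 130 uM final. Kinase-Glo Plus luminescence was read after 45 min at RT.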
LmPK inhibitor: qHTS Assay for Inhibitors of Leishmania Mexicana Pyruvate Kinase (LmPK); Potency, µM (highest dose often 57.5 µM), for the others: at the top dose activity change, negative = inhibition, most hits filed as inhibitors; Q27686; 290,000 compounds, 0.37% hits; purified LmPK, Kinase-Glo ATP luminescence, 1 h; AID 1721, 2009
Target sequence (Q27686 whole entry, looked up): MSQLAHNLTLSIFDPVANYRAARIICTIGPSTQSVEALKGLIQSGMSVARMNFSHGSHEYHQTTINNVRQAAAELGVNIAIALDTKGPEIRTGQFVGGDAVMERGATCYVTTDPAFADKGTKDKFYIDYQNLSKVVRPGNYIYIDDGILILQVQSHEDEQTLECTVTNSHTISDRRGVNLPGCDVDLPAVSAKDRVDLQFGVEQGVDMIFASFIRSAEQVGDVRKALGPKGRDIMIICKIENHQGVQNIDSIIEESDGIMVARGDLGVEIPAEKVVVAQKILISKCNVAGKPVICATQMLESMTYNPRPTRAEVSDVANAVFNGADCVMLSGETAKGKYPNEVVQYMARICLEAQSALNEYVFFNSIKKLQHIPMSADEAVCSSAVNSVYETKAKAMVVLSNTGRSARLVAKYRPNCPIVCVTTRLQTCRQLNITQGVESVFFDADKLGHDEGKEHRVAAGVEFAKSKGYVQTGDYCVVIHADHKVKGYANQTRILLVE
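Pyruvate kinase activity monitored as ATP production (luciferase luminescence). Conditions: 0.1 nM enzyme, 0.5 mM PEP, 0.1 mM ADP, 1 h, RT; normalized against uninhibited and no-enzyme wells.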
Sm TGR inh: qHTS Assay for the Inhibitors of Schistosoma Mansoni Peroxiredoxins; 360,000 compounds, 3% hits; purified TGR, DTNB reduction, TNB absorbance 405 nm; AID 485364, 2010; Schistosoma mansoni thioredoxin glutathione reductase (TGR), Q962Y6; Potency, µM (series often up to 114 µM), without a hit: top-dose activity change, negative = inhibition, hits mostly inhibitors; note: nearly all actives have a fitted effect of over 60% in size
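TGR 20 nM + NADPH 100 uM (dispensed conc.), cpd preinc 15 min RT; start with NADPH (500 uM addition) then DTNB (15 mM addition). Kinetic TNB absorbance, 405 nm filter. Four-parameter Hill fit across titration.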
HCV inh: qHTS Assay for Inhibitors of Hepatitis C Virus (HCV) | AID 651820, 2012 | Potency, µM (top dose mostly 41.8 µM), inactives show top-dose activity change, negative = inhibition, most hits filed as inhibitors | 340,000 compounds, 3.4% hits | Huh7.5.1 HCVcc-Cre infection, luciferase reporter, 44 h
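After 44 h co-culture of compound, cells and HCVcc-Cre (~0.5 moi), substrate is added for 15 min at room temperature and luciferase measured over 15 sec. Cells were seeded at 1,000/well and pre-cultured 4 h.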
Pf growth 96h: Primary qHTS for delayed death inhibitors of the malarial parasite plastid, 96 hour incubation; P. falciparum luciferase reporter growth, 96 h; Potency, µM (doses to about 28.7 µM), for the others: at the top dose activity change, negative = inhibition, actives largely listed as inhibitors; 320,000 compounds, 6.9% hits
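Infected RBCs, 2% Hct / 0.05% parasitemia final; luciferase-reporter P. falciparum; cpd 96 h, 37 C, 5% CO2; luciferase detection reagent; luminescence.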
Pf growth 48h: Primary qHTS for delayed death inhibitors of the malarial parasite plastid, 48 hour incubation; P. falciparum luciferase growth in erythrocytes, 48 h; Potency, µM (titrated, usually from 28.7 µM), without a hit: top-dose activity change, negative = inhibition, hits mostly inhibitors; 310,000 compounds, 5.9% hits; AID 504832, 2011
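Luminescence readout; reporter = integrated firefly luciferase in P. falciparum. RBC culture at 2% hematocrit, 0.1% parasitemia final, 37 C/5% CO2; decreased signal taken as growth inhibition.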
Active calls of the source: *; ? = inconclusive; · = not tested or not shown; & = joins results of further samples; [ ] = another dose, or the depositor's remark. Calls come from the whole dose curve; as a rule, active = well fitted curve in the direction sought with a large enough effect; inconclusive = small, poorly fitted or top-dose-only effect, or another doubt; inactive = no such curve, though single readings can be large; an effect the other way counts as inactive or inconclusive. % is set by controls: 0 for no effect and ±100 for the full control effect; potency is the fitted concentration of half-maximal effect.

SMILES | TbPYK inhibitor | LmPK inhibitor | Sm TGR inh | HCV inh | Pf growth 96h | Pf growth 48h
CCOC(=O)N1CCN(C(=O)C2CCCN(S(=O)(=O)c3ccc(OCC)cc3)C2)CC1 (stereo unspecified) | 4% | 4% | -6% | ? | 69%[activator] | ?
Cc1ccc(NCN2C(=O)C(=O)c3ccccc32)nc1 | 3% | -3% | -23% | 1% | ? | -7%
CS(=O)(=O)Nc1ccc(C2=NN(C(=O)CCCC(=O)O)C(c3cccs3)C2)cc1 (stereo unspecified) | 1% | 0% | -13% | 23% | 1.9µM* | -16%
CC/C(=C\C(=O)c1ccncc1)Nc1ccc(Br)cc1 | 1% | -4% | -8% | -28% | · | ·
O=C(Nc1ccc(Cc2ccncc2)cc1)c1ccc(Cl)c([N+](=O)[O-])c1 | -1% | 1% | 9% | -21% | ? | ?
CCOc1ccc(-c2nc(CSc3nncs3)cs2)cc1OC | 3% | -1% | 0% | ? | ? | -12%
COC(=O)CSC(=S)N1CCCC(C)C1 (stereo unspecified) | 1% | 9% | 2% | 11% | 48%[activator] | -14%
CN(C)C(=O)c1ccc(NC(=O)c2cccnc2)cc1 | 11% | -12% | -10% | 2% | 0% | 19%
CN1C(=O)/C(=C2/C=Cc3ccccc3N2CCCS(=O)(=O)O)SC1=S | 3% | ? | -31% | 8%&0% | -10% | 18%
O=c1[nH]c(NCc2ccco2)nnc1Cc1ccccc1Cl | 0% | -2% | 4% | 8% | 10% | -15%
CCn1c(CNC(=O)c2cccs2)nnc1SCC(=O)Nc1ccc(Cl)cc1 | -2% | 0% | -20% | 2% | 9.3µM* | 10µM*
Cc1cc(=O)cc(C)n1-c1ccccc1N1CCOCC1 | -3% | 0% | 0% | 20% | · | 8%
CCOC(=O)C1CCCCN1C(=O)c1ccc2nc(Cc3ccc(OC)cc3)oc2c1 (stereo unspecified) | 1% | 7% | 3% | -18% | ? | ?
Nc1ncc2c(n1)CC(c1ccco1)CC2=O (stereo unspecified) | -4% | -2% | 50µM* | 3% | 11% | 5%
O=C(CNC(=O)OCc1ccccc1)Nc1ccc(Br)cc1C(=O)c1ccccc1Cl | -17% | 8% | -11% | 8.9µM* | ? | ?
O=C(NNc1ncnc2c1cnn2-c1ccccc1)c1ccco1 | -7% | 12% | 3% | 0% | ? | 22%
CSc1cccc(NC(=O)C2CCN(S(=O)(=O)c3cnc[nH]3)CC2)c1 | 1% | -8% | -27% | 21% | 23% | 23%
COC(=O)c1c(NC(=O)CN2CCN(Cc3ccc4c(c3)OCO4)CC2)sc(C)c1C | · | 1% | -25% | -16% | -17% | -14%
Cc1ccc(-n2nc3c(=O)n(CC(=O)NCCC4=CCCCC4)nc(C)c3c2C)cc1 | 7% | -3% | -1% | -20% | -18% | -10%
O=C(Nc1ncn[nH]1)c1cc(S(=O)(=O)Nc2ccc(Cl)cc2)ccc1Cl | -5% | 3% | 0% | 1% | 68%[activator] | 3%

Reprinted at random: two entries already listed, in no set order.
SMILES | TbPYK inhibitor | LmPK inhibitor | Sm TGR inh | HCV inh | Pf growth 96h | Pf growth 48h
CCOC(=O)C1CCCCN1C(=O)c1ccc2nc(Cc3ccc(OC)cc3)oc2c1 (stereo unspecified) | 1% | 7% | 3% | -18% | ? | ?
CCOc1ccc(-c2nc(CSc3nncs3)cs2)cc1OC | 3% | -1% | 0% | ? | ? | -12%

New compounds follow.
SMILES | TbPYK inhibitor | LmPK inhibitor | Sm TGR inh | HCV inh | Pf growth 96h | Pf growth 48h
CCn1nnc(NC(=O)C(c2ccccc2)c2ccccc2)n1 | 0% | -4% | 0% | -14% | ? | 2%
COc1ccc(C(C)=O)cc1CSc1nnc(-c2ccncc2)n1C | 3% | -7% | -5% | 12% | ? | 6%
CCCCN(CCCC)C(=O)C[n+]1cccc(/C=N/O)c1 | 0% | 1% | 0% | 20% | 18% | ?
CC(C)CC(=O)N[C@H](C(=O)N[C@H](C(=O)N[C@@H](CC(C)C)[C@@H](O)CC(=O)N[C@@H](C)C(=O)N[C@@H](CC(C)C)[C@@H](O)CC(=O)O)C(C)C)C(C)C | 2% | 8% | -2% | 4% | ? | ?
CC(C)[C@H](NC(=O)N1c2ccccc2NC(=O)[C@@H]1C(C)C)C(=O)N[C@@H](Cc1c[nH]c2ccccc12)C(=O)O | 1% | -14% | -2% | -15% | ? | ?
Cc1ccccc1S(=O)(=O)Nc1nc2ccccc2nc1N1CCOCC1 | -5% | 1% | -1% | 12% | 40%[activator] | -10%
COc1ccc(C(=O)NCc2ccccc2CN2CCCC2)cc1S(=O)(=O)Nc1ccc(C)cc1 | 0% | · | -35% | ? | 4.1µM* | 10µM*
CN1Cc2c(N3CCOCC3)nc(SCCC#N)c(C#N)c2CC1(C)C | 2% | -1% | -24% | -8% | ? | -16%
Cc1ccc(OCC(=O)NCCCNC(=O)c2ccc(C)nc2)cc1 | 9% | -2% | -4% | 10% | 1% | -9%
CCn1c(=O)c(C(=O)Nc2cnccn2)c(O)c2ccccc21 | · | 6% | 3% | · | · | 6%
Cc1cnc(C(=O)Nc2ccccc2C(=O)N2CCOCC2)cn1 | -5% | -9% | 0% | 18% | 3.7µM* | 16%
CC(C)NS(=O)(=O)c1ccc2c(c1)NCC2 | -5% | 3% | -18% | 5% | 34%[activator] | 13%
COc1ccc(CN2C(=O)c3ccccc3C2C(=O)NCC2CCCO2)c(OC)c1 (stereo unspecified) | 0% | -5% | 25% | 20% | 4.7µM* | -9%
Cc1ccc(NC(=O)C(C)NC(=O)OCc2ccccc2)cc1C (stereo unspecified) | -1% | 1% | 12% | 8% | -8% | 1%
C/C(=N/Nc1ccccc1[N+](=O)[O-])c1ccc(C)c([N+](=O)[O-])c1 | -8% | 5% | -2% | 5% | 36%[activator] | ?
CN(C)c1ccc(C(C(=O)NCC2CCCO2)N(Cc2ccco2)C(=O)c2snc(C(N)=O)c2N)cc1 (stereo unspecified) | -9% | -16% | -3% | -28% | ? | ?
COc1ccc(N2CCN(C(=O)c3oc4ccccc4c3C)CC2)cc1 | -1% | -5% | 0% | ? | 4% | -1%
CCOC(=O)N1CCN(C(=O)c2ccc3nc(N4CCCCC4)sc3c2)CC1 | 3% | -3% | 2% | -10% | 10µM* | -3%
Nc1nc(-c2ccccc2)c(-c2ccccc2)o1 | 4% | -4% | 20% | 2% | 12% | -10%
O=C(c1ccncc1)N1CCN(S(=O)(=O)c2cccc(F)c2)CC1 | 1% | 1% | -3% | · | ? | ?

Continuation.
SMILES	TbPYK inhibitor	LmPK inhibitor	Sm TGR inh	HCV inh	Pf growth 96h	Pf growth 48h
CCCOc1ccc(N2C(=O)CC(N(CCCO)C(=O)CC)C2=O)cc1 (stereo unspecified)	-2%	-3%	?	15%	28%	10%
CCOc1ccccc1NC(=O)COC(=O)C1CC1	2%	1%	9%	-4%	5%	14%
CCCCOc1ccc(C(=O)NCC(=O)NCC(c2ccc(F)cc2)N2CCOCC2)cc1 (stereo unspecified)	-1%	·	-7%	13%	?	?
COc1ccc(/C=C/C(=O)NC(=S)Nc2ccccc2C(=O)NC2CCCCC2)cc1	0%	1%	-28%	25µM*	23%	3%
Cc1ccc2[nH]c3c(c2c1)CCNC3=O	0%	-3%	12%	-26%	?	6%
Cc1[nH]c2ccccc2c1/C=N/NC(=O)c1cc(C(C)C)[nH]n1	-6%	-2%	-4%	-10%	-7%	-3%
CCOC(=O)Cc1csc(NC(=O)/C=C/c2ccc(OC)cc2)n1	-2%	1%	8%	-24%	14%	21%
CCc1ccc(NC(=S)Nc2cccc(OC)c2)cc1	0%	-2%	7%	6%	?	16%
Cc1cc(NS(=O)(=O)c2ccc(NC(NC(=O)C(C(F)(F)F)C(F)(F)F)(C(F)(F)F)C(F)(F)F)cc2)no1	-7%	2%	13µM*	11%	-15%	9%
Cc1cc(-c2nn(-c3ccccc3)cc2/C=C2\SC(N)=NC2=O)ccc1OC(C)C	3%	8%	6%	?	?	-6%
CC(C)(C)NC(=O)COC(=O)c1cc(F)c(F)cc1Cl	0%	0%	-19%	9%	16%	·
NS(=O)(=O)c1ccc(CCNC(=O)CSc2ccc([N+](=O)[O-])cc2)cc1	1%	12%	-12%	7%	40%[activator]	15%
CCCOC(=O)c1ccc(NC(=O)C2CCCO2)cc1 (stereo unspecified)	-1%	-4%	-10%	-15%	-18%	136%[activator]
Cc1ccc(-c2c(=O)n(OCc3ccccn3)c3ccccc3[n+]2[O-])cc1	·	-2%	0%	·	61%[activator]	1%
CN(Cc1nnc(-c2ccc(F)cc2)o1)c1ccccc1	1%	-7%	22%	4%	23%	5%
CC(C)(C)n1ncc2c(=O)n(Cc3ccc(Cl)c(Cl)c3)cnc21	-1%	14%[11.5 µM]	3%	13%	?	20%

Complete entries from above. Values in the order: TbPYK inhibitor | LmPK inhibitor | Sm TGR inh | HCV inh | Pf growth 96h | Pf growth 48h
Record of Cc1cc(-c2nn(-c3ccccc3)cc2/C=C2\SC(N)=NC2=O)ccc1OC(C)C = 3% | 8% | 6% | ? | ? | -6%
Record of CCCOC(=O)c1ccc(NC(=O)C2CCCO2)cc1 (stereo unspecified) = -1% | -4% | -10% | -15% | -18% | 136%[activator]

Later entries:
SMILES	TbPYK inhibitor	LmPK inhibitor	Sm TGR inh	HCV inh	Pf growth 96h	Pf growth 48h
COCCNC(=S)N/N=C/c1c(C)[nH]c2ccccc12	-17%	0%	-22%	10µM*	-2%	17%
O=C(CSc1nnc(COc2cccc3ccccc23)o1)N1c2ccccc2CCc2ccccc21	3%	4%	2%	?	6%	-30%
O=C1c2ccccc2NC(c2cccs2)N1NS(=O)(=O)c1ccccc1 (stereo unspecified)	-1%	-2%	-1%	?	?	?
O=C(NCc1ccccc1Cl)c1cnc2ccccc2n1	-3%	5%	-1%	?	12%	-10%
Cc1ccc(S(=O)(=O)N2CCOC2CNC(=O)C(=O)NCCCN2CCOCC2)cc1 (stereo unspecified)	3%	4%	-2%	-1%	3%	124%[activator]
CCOc1ccc(N2CC(C(=O)N3CCN(C(=O)c4ccco4)CC3)CC2=O)cc1 (stereo unspecified)	-3%	-4%	-6%	16%	0%	-10%
Cc1ccc(NC(=O)O/N=C/c2ccc(Br)cc2)cc1	-13%	0%	0%	3%	30%[activator]	55%[activator]
COc1ccc(-c2oc(/N=C/N3CCOCC3)c(C#N)c2-c2ccc(OC)cc2)cc1	-2%	6%	0%	?	·	6.6µM*
CCOC(=O)c1[nH]c2ccccc2c1NC(=S)Nc1ccccc1	-2%	-10%	-33%	-17%[8.37 µM]	54%[activator]	76%[activator]
CC1CCC2C(=O)N(c3ccccc3OC(=O)c3ccccc3F)C(=O)C2C1 (stereo unspecified)	1%	1%	·	-3%	-13%	25%
